# TSG101-PTAP inh: blocks PTAP/TSG101 interaction to inhibit HIV-1 budding | Q99816 | Fluorescence polarization, FITC-PTAP peptide / Tsg101 binding | Potency, µM (doses to about 115 µM), without a hit: at the highest dose activity change, negative = inhibition, most hits filed as inhibitors | 340,000 tested, under 10 active | AID 493005; active = well fitted inhibition curve with a large enough effect in the main read-out, with a control signal flat, not every such curve was filed as active; inconclusive = small, poorly fitted or top-dose-only effect, or effect the other way, or a change in a side signal; inactive = no such curve, though single readings can be large or run the other way; note: potency is the fitted concentration of half-maximal effect; % of control where 0% means no effect
# Target sequence (Q99816 whole entry, looked up): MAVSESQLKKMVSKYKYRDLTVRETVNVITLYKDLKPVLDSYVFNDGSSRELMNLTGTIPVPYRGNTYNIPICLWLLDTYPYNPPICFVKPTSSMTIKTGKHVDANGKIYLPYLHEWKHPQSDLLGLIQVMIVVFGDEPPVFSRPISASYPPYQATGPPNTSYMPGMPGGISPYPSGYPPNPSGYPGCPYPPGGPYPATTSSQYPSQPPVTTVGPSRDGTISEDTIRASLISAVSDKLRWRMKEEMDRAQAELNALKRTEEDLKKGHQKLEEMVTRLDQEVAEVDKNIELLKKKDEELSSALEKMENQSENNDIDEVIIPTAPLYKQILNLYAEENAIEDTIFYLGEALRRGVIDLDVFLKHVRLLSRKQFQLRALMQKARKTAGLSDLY
#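 Tsg101 binding domain (10 uM final) was mixed with compound and a FITC-labeled PTAP peptide (50 nM final) in HEPES pH 7.5 buffer with NaCl, Tween 20, EDTA and TCEP; fluorescence polarization was read after 20 min at r.t.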
# PKM2 activator: activators of human pyruvate kinase M2. P14618. purified PKM2, Kinase-Glo ATP luminescence, activation; response scale: 0% is enzyme alone, no compound. Potency, µM (doses to about 57.5 µM), inactives show at the highest dose activation, actives largely listed as activators. 0.34% of 260,000 active. AID 1631; note: potency is the fitted concentration of half-maximal effect; % is set by controls: 0 for no effect and ±100 for the full control effect; nearly all actives have a fitted effect of over 55% in size
#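 Purified hPK-M2 (>95% pure) converted ADP (0.1 mM final) to ATP with 0.5 mM PEP in 50 mM imidazole pH7.2, KCl, MgCl2, Tween 20, BSA; 1 h at room temperature. ATP detected by Kinase-Glo luminescence.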
# Tb PFK block: blocks T. brucei phosphofructokinase | O15648 | T. brucei PFK, ADP-Glo luminescence | Potency, µM (series often up to 57.5 µM), for the others: at the top dose activity, negative = inhibition, most hits filed as inhibitors | 0.17% of 330,000 active | AID 485367;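 note: potency is the fitted concentration of half-maximal effect; 0% = uninhibited 1x PFK enzyme wells and -100% = no-enzyme wells; nearly all actives have a fitted effect of over 60% in size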
#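 PFK 1.25 nM, F6P 0.5 mM, ATP 0.1 mM, 0.1 M TEA pH 8.0, 5 mM MgCl2, 0.01% Tween20, 0.1% BSA; 45 min RT. ADP-Glo readout. qHTS titration up to 57 uM; curves fitted, compounds curve-classed.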
# B2AR arrestin: recruits beta-arrestin to the human beta2-adrenergic receptor. beta-arrestin recruitment to beta2AR, cell-based reporter. 0.02% of 330,000 active. Potency, µM (highest dose often 46.1 µM), inactives show top-dose activation, usual class: activators. AID 492947;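 note: potency is the fitted concentration of half-maximal effect; 0% = DMSO controls and full agonism = EC100 isoproterenol or metaproterenol; nearly all actives have a fitted effect of over 65% in size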
# GALK inhibitor: galactokinase (human) inhibition; Potency, µM (series often up to 57.5 µM), for the others: at the highest dose activity change, negative = inhibition, most hits filed as inhibitors; 0.007% of 270,000 active; Purified GALK, Kinase-Glo residual ATP luminescence; P51570; note: potency is the fitted concentration of half-maximal effect; % is set by controls: 0 for no effect and ±100 for the full control effect
# Target sequence (P51570 whole entry, looked up): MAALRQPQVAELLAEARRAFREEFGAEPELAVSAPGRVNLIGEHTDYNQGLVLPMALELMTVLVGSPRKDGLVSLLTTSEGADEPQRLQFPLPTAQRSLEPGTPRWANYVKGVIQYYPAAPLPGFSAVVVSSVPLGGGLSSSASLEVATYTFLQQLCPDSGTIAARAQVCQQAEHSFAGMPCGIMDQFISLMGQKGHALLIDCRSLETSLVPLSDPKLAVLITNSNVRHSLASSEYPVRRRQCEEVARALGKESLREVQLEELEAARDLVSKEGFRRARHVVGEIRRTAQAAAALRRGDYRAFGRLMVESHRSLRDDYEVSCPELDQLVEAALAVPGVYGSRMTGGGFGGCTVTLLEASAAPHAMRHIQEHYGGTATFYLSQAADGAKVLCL
#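 GALK at 5 nM final was combined with compound, 35 uM ATP and 100 uM galactose in HEPES pH8.0 with MgCl2 and DTT. The reaction ran one hour at room temperature before luminescent ATP detection.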
# Giardia kill: kills Giardia lamblia | Giardia lamblia trophozoite viability | 0.15% of 340,000 active | activity change, % at 7.66 µM, hits read low; in the data active = activity change below about -80%; inconclusive = between about -30% and that limit;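 note: parasites exposed to compound for two days anaerobically before the ATP read; % is set by controls: 0 for no effect and ±100 for the full control effect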
#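 Luminescent ATP signal served as the viability read-out, measured 15-30 min after adding ATP detection reagent to trophozoites that had been incubated with compounds for 48 hrs at 37 deg C anaerobically at 100 cells/well.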
# Menin-MLL TR inh: menin-MLL binding inhibition, Texas Red mutant peptide; O00255; Menin + Texas Red MLL mutant peptide, fluorescence polarization; Potency, µM (doses to about 61.6 µM), for inactives: at the top dose FP activity change, negative = inhibition, actives largely listed as inhibitors; 0.23% of 270,000 active; active = well fitted inhibition curve with a large enough effect in the polarisation, with a control signal flat, not every such curve was filed as active; inconclusive = small, poorly fitted or top-dose-only effect, or effect the other way, or a change in a side signal; inactive = no such curve, though single readings can be large or run the other way; the % refers to the polarisation; note: potency is the fitted concentration of half-maximal effect; % of control where 0% means no effect; many of its hits are not listed in these tables
# Integrin act MD: activates integrin-mediated alleviation for muscular dystrophy. alpha7betagal myoblasts, beta-gal FDG fluorescence, 48 h. Potency, µM (titrated, usually from 38.3 µM), inactives show top-dose activation, usual class: activators. 0.064% of 350,000 active;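 note: potency is the fitted concentration of half-maximal effect; 100% = response of the positive control SU9516; nearly all actives have a fitted effect of over 60% in size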
#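 alpha7betagal+/- myoblasts (passage 13, 250/well) treated 48 h at 37C with compounds at 1:260 dilution of DMSO stock. Lysed, then beta-galactosidase activity read as FDG fluorescence (ex 480/em 540) after 30 min, with pre-read for autofluorescence.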
# Coupling enz: coupling enzyme interference in Giardia aldolase counter-screen; activity change, negative = inhibition, % at 58.2 µM, hits read low; 0.67% of 290,000 active; AID 2472; coupling enzyme system counterscreen, AmpLite Red fluorescence; in the data active = activity change below about -30%; note: % is set by controls: 0 for no effect and ±100 for the full control effect
#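 Final compound at 57.5 uM, incubated 10 min at RT with coupling enzyme reagent (glyceraldehyde-3-phosphate), then 20 min with substrate and AmpLite Red detection. Fluorescence read at 525/598 nm; tests interference with the coupling assay, not aldolase inhibition.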
# S-ASM inh: human S-ASM enzyme inhibition | P17405 | placental ASM, HMU-PC fluorogenic substrate, 60 min | Potency, µM (series often up to 57.5 µM), for the others: at the top dose activity change, negative = inhibition, most hits filed as inhibitors | 0.006% of 340,000 active | AID 504937; note: potency is the fitted concentration of half-maximal effect
#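 Fluorescence read-out (Ex 386 nm, Em 447 nm) after stopping the reaction at pH 10. Enzyme: ASM from human placenta; substrate HMU-PC0, 9 uM final; 60 min, 37 °C. Compound preincubation 10 min, ambient temperature.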
# BCR signal inh: blocks chronic active B-cell receptor signaling | ABC-DLBCL IkBa-CBG/CBR reporter, luminescence ratio, 4 h | Potency, µM (titrated, usually from 46.1 µM), without a hit: at the highest dose ratio change, negative = lower green/red ratio, hits mostly inhibitors | 0.05% of 340,000 active | AID 493014; active = well fitted inhibition curve with a large enough effect in the signal ratio, with a control signal flat, not every such curve was filed as active; inconclusive = small, poorly fitted or top-dose-only effect, or effect the other way, or a change in a side signal; the % refers to the signal ratio;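 note: potency is the fitted concentration of half-maximal effect; plate controls were basal doxycycline-induced cells for no effect and cells given 10 µM MG132 for full effect; MG132 reads +100%, hits lower the ratio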
#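 Compounds up to 46 uM were incubated four hours with TMD8 cells whose green CBG68 luciferase is fused to IkappaBalpha; red CBR luminescence normalised the signal, and concentration-effect curves were fitted to fusion, red and ratio data.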
# The depositor's hits bear a star; i = inactive; ? = inconclusive; . = no result given; [ ] = remark or other dose. Unless noted, calls come from the whole dose curve; as a rule, active = well fitted curve in the direction sought with a large enough effect; inconclusive = small, poorly fitted or top-dose-only effect, or another doubt; inactive = no such curve, though single readings can be large; an effect the other way counts as inactive or inconclusive.
SMILES,TSG101-PTAP inh,PKM2 activator,Tb PFK block,B2AR arrestin,GALK inhibitor,Giardia kill,Menin-MLL TR inh,Integrin act MD,Coupling enz,S-ASM inh,BCR signal inh
CC(=O)Nc1ccc(NC(=O)C2CCC(CNS(=O)(=O)c3cccc4nsnc34)CC2)cc1 (centres undefined),-1%,1%,0%,0.2%,14%,-2,?,11%,-1,-4%,0%
O=C(CSc1nc2ccccc2o1)N1N=C(c2cccs2)CC1c1ccc(F)cc1 (centres undefined),-1%,-1%,2%,0.0%,1%,17,-7%,1%,-1,-7%,5%
CCCCCCC(C)n1[nH]c(=O)cc1N (centres undefined),-4%,3%,1%,-0.8%,-2%,-7,.,23%,4,2%,-16%
CCOC(=O)C1=C(N)OC2=C(C(=O)CC(C)(C)C2)C1c1cc(CSc2nnnn2C)cs1 (centres undefined),-4%,-2%,?,0.5%,-2%,7,4%,12%,2,-4%,2%
C[C@H](NC(=O)c1nc[nH]c1C(=O)OCc1ccccc1)c1ccccc1,0%,.,0%,-0.6%,.,2,.,7%,.,-2%,19%
Cc1cc(C)n2nc(S(=O)(=O)N(CC(C)C)CC(C)C)nc2n1,2%,-17%,1%,-0.7%,0%,14,7%,0%,1,-2%,4%
CCCCN(CCCC)CC(O)COc1ccccc1Br (centres undefined),2%,7%,?,-3.5%,2%,0,?,-38%,4,-1%,0%
COc1ccccc1CNC(=O)c1ccccc1C(=O)NC(C)(C)C(=O)NCc1ccccc1OC,0%,.,2%,-0.4%,-6%,-5,1%,4%,-1,3%,3%
Cc1ccc(C)c2c(N)c3c(nc12)CCCCC3 (tested in a mixture with another compound),-2%,1%,-5%,-0.3%,0%,27,-11%,?,-3,13%,16%
CCCN(CCC)c1ccc(/C=C/c2ccc3cc(OCC)ccc3n2)cc1,?,3%,3%,-0.7%,-2%,4,-26%,9%,-9,i,2%
Cc1sc(N/N=C/c2ccco2)nc1-c1ccccc1,-1%,3%,-3%,0.2%,1%,10,?,-19%,-3,0%,?
COc1ccc(C(=O)NCCS(=O)(=O)N(C)C2CCCCC2)cc1,-2%,.,-9%,-0.1%,.,-6,.,-25%,.,4%,?
Cc1cccc(-n2c(=O)c3c(C)c(C)sc3n(CC(N)=O)c2=O)c1,-3%,-9%,-1%,-0.1%,3%,0,-2%,-12%,1,1%,3%
CCOC(=O)C1=NOC(COc2ccccc2C=O)C1 (centres undefined),0%,0%,1%,0.4%,0%,-12,7%,0%,0,0%,?
CN1CCN(c2nc(C(N)=O)cc(-c3ccccc3)n2)CC1,-5%,-15%,0%,-0.2%,1%,5,-18%,-22%,0,-2%,4%
COc1cc(/C=C(\NC(=O)c2ccccc2)C(=O)Nc2cccc(O)c2)c([N+](=O)[O-])cc1OC,1%,4%,0%,-0.3%,0%,-6,?,-11%,2,-4%,7%
COc1ccc(CNC(=O)C(=O)NC2CC(C)(C)NC(C)(C)C2)cc1,-2%,-8%,-7%,-0.2%,3%,-10,-3%,0%,0,3%,-4%
CCc1ccc(OCC(=O)Oc2ccc([N+](=O)[O-])cc2)cc1,-5%,-8%,-6%,0.0%,2%,11,7%,16%,8,-4%,9%
Cc1cc(C)c(C#N)c(N)n1,-4%,3%,-1%,-0.1%,4%,10,0%,8%,-2,-4%,-4%
COc1ccc2nc(NC(=O)CCN3C(=S)NC(C)(C)CC3C)sc2c1 (centres undefined),-2%,3%,0%,-0.5%,1%,5,-12%,22%,1,2%,3%
CCOc1ccc(-c2noc(CCC(=O)NCCc3ccccc3)n2)cc1OC,0%,-2%,4%,-0.4%,-2%,30[activator],2%,-25%,3,1%,-2%
Cc1cc(C)c(CN2CCC(n3nccc3NC(=O)C3CCOC3)CC2)cc1C (centres undefined),0%,-4%,-1%,-0.1%,-4%,-5,.,-11%,.,6%,0%
CSc1ccc(CN2CCN(CCC(C)C)C(CCO)C2)cc1 (centres undefined),-1%,4%,-5%,-1.0%,9%,-12,-1%,3%,1,-2%,-11%
Cn1c(=O)c(=O)n(C)c2cc(S(=O)(=O)N3CCCC3C(=O)Nc3ccccc3F)ccc21 (centres undefined),-4%,-30%,1%,0.0%,.,5,-2%,6%,-1,0%,-8%
CCn1c2ccccc2c2cc(NC(=O)c3cccc([N+](=O)[O-])c3)ccc21,1%,-17%,0%,-0.3%,-1%,-8,6%,-45%,5,9%,-16%
COc1ccccc1CC(=O)Nc1cccc2ccccc12,-6%,1%[11.5 µM],-3%,2.8%,6%,-3,-5%,24%,1,-3%,?
c1cc(CNc2ccc(N3CCOCC3)cc2)ccn1,-8%,-2%,1%,-0.1%,5%,-5,-14%,-24%,-14,2%,-16%
CCC(=O)Nc1nc(-c2ccc3c(c2)CC(C)N3S(C)(=O)=O)cs1 (centres undefined),-2%,2%,-3%,-0.2%,-2%,4,10%,-11%,-4,0%,?
CCOC(=O)C1=C(C)NC(=O)NC1c1ccc(-c2ccc(Cl)cc2)o1 (centres undefined),-2%,-22%,3%,0.3%,-3%,3,-6%,?,-2,0%,?
CCOC(=O)c1sc(NC(=O)Nc2ccccc2)cc1C,-1%,2%,2%,0.2%,3%,?,?,-55%[inhibitor],-14,-16%,?
C[C@H](CO)N1C[C@H](C)[C@@H](CN(C)Cc2ccc(-c3ccccc3)cc2)Oc2c(NS(=O)(=O)c3ccccc3)cccc2C1=O,-15%,.,-5%,0.0%,.,-17,.,20%,.,-8%,1%
Cc1ccccc1OCc1nnc(SCC(=O)Nc2ccc3c(c2)oc2ccccc23)n1C,-1%,-1%,-2%,-0.6%,-3%,-8,15%,-31%[7.66 µM],6,-1%,?
COCc1c(C(=O)N/N=C(\C)c2ccc(Cl)s2)nnn1-c1nonc1N,0%,.,10%,-0.5%,-1%,-5,-5%,1%,-1,14%,-10%
CN(C(=O)c1ccc(NC(=O)Cc2ccc(NC(=O)C3CCCN(C(=O)C4CCCC4)C3)cc2)cc1)C1CC1 (centres undefined),-1%,.,2%,0.3%,.,-19,.,-34%,.,0%,5%
O=C(Nc1ccc(N2CCN(Cc3ccccc3)CC2)cc1)c1cccnc1,1%,0%,0%,-0.2%,-2%,5,0%,-18%,3,0%,0%
CN=C1CC(C)(C)CC(=O)/C1=C(/O)CCC(=O)NC,-7%,-1%,3%,-1.0%,0%,-26,0%,0%,3,2%,9%
CCN1C(=O)C2C(C1=O)N1C(c3ccccc3)C3C(=O)N(CC)C(=O)C3N1C2c1ccccc1 (centres undefined),0%,-3%,3%,-0.2%,0%,17,5%,-7%,0,1%,?
COc1ccc(C2=C(C)C(N3CCN(C(=O)c4ccco4)CC3)=NS2(=O)=O)cc1,-9%,.,-4%,0.1%,3%,-10,.,3%,.,2%,1%
O=C1NCCCCC1NC1CC(=O)N(c2ccccc2)C1=O (centres undefined),-1%,2%,0%,0.0%,0%,17,10%,-31%,1,-1%,7%
CC1=NN(c2ccccc2)C(=O)/C1=C/C=C/c1ccccc1,-2%,-3%,-5%,?,-6%,-1,7%,-38%[inhibitor],0,-22%,?
COc1ccc(C(=O)Nc2ccc(-c3ccc(NC(=O)c4ccc(OC)cc4)c(OC)c3)cc2OC)cc1,0%,12%,0%,-0.5%,1%,-3,-2%,0%,-1,131%[activator],0%
Cc1ccnc(NC(=O)Nc2ccc(F)cc2)c1,-7%,1%,-3%,-0.1%,4%,-15,3%,-2%,-3,-3%,?
COc1ccc([N+](=O)[O-])cc1NC(=O)Cc1noc2ccccc12,-5%,-4%,-1%,-0.1%,2%,13,27%,4%,0,1%,1%
O=C(Cn1nnc(-c2ccc(CN3CCOCC3)cc2)n1)N(c1ccccc1)c1ccccc1,0%,-2%,0%,0.0%,4%,12,0%,9%,4,1%,2%
CCOc1ccccc1C1C(C(N)=O)=C(C)Nc2nc(-c3ccccc3Cl)nn21 (centres undefined),-6%,0%,-1%,-0.4%,-1%,5,0%,6%,1,4%,3%
CCOC(=O)/C=c1\s/c(=C(\C#N)C(=O)OCC)n(-c2ccccc2)c1=O,4%,2%,0%,-0.8%,0%,-29,?,-18%,5,-2%,10%

# An excerpt. The share of hits here may be higher or lower than overall.
